# Compound activity deposited in PubChem BioAssay by National Center for Advancing Translational Sciences (NCATS).
# CCT modulator: cytosolic chaperonin activity modulation; activity change, % (no concentration beside the values), hits read low; AID 651819; 0.3% of 360,000 active; purified chaperonin ATPase assay, HTRF ADP detection, 30 min; in the data active means activity change below about -30%; further: on the % scale 0 is the no-effect control and ±100 the full control effect
#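 Enzyme 40 or 20 nM (batch-dependent) in Tris pH 7.4/KCl/MgCl2/DTT; cpd 76 uM single point; ATP 10 uM; 30 min 37 °C; Transcreener ADP HTRF detection, 30 min RT; ratio 665/615.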
# Nrf2 activator: Nrf2 pathway activation; 0.31% of 410,000 active; Potency, µM (doses to about 46.1 µM), for the others: at the highest dose activation, hits mostly activators; AID 624171; AREc32 ARE-luciferase reporter (MCF7-derived line), luminescence, 24 h; further: potency means the concentration at half of the fitted maximal effect; % of control where 0% means no effect; nearly all actives have a fitted effect of over 65% in size
#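 Luminescent ARE reporter assay in AREc32_Fluc cells: overnight plating at 37 deg C, 24 hr compound incubation, Steady-Glo added, 30 min RT before reading.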
# pAkt inh: inhibitors of Akt phosphorylation; AID 651550; activity change, % for hits at 50 µM; Neuro2A IGF-stimulated pAkt S473 HTRF, 20 min; stronger effect = lower value; 0.32% of 360,000 active; in the data active means activity change below about -80%; inconclusive means mostly about -51% to -80%; further: on the % scale 0 is the no-effect control and ±100 the full control effect
#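 Single-point screen (50 µM final compound) in Neuro2A cells stimulated 20 min with 6 nM IGF at 37 deg C. After lysis, Ser473-phosphorylated Akt read by HTRF (ex 330 nm, em 615/665 nm) as the 665/615 ratio.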
# A549 viability: A549 cytotoxicity, counter-screen for Nrf2 inhibitors; A549 ARE-Fluc cells, CellTiter-Fluor viability, 18-24 h; Potency, µM (top dose mostly 46 µM), without a hit: top-dose activity change, negative = cytotoxicity, hits mostly inhibitors; 0.16% of 390,000 active; AID 504648; further: potency means the concentration at half of the fitted maximal effect; on the % scale 0 is the no-effect control and ±100 the full control effect
#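 A549 ARE_Fluc cells in 5% FBS OPTI-MEM were exposed to compounds in concentration-response for 18-24 h at 37 deg C. Viability was read by CellTiter-Fluor fluorescence (Ex 405/Em 525) after 30 min, before the luciferase read.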
# HepG2 tox: counter-screen for TGF-b inhibitors: cytotoxicity in HepG2 cells; Potency, µM (series often up to 46.1 µM), for inactives: top-dose activity change, negative = cytotoxicity, most hits filed as cytotoxic; AID 588856; HepG2 CAGA-GFP viability, ATP luminescence, 18 h; 0.76% of 410,000 active; further: potency means the concentration at half of the fitted maximal effect; some results filed as inactive show a strong effect at the top dose
#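 CellTiter-Glo luminescence gave cytotoxicity after 18 hours at 37 degrees C. The cells were HepG2 CAGA-GFP in 1% FBS DMEM, stimulated with 500 pg/mL TGF-beta after compound addition. %Activity was normalised to no-cell wells (complete cell-killing) and DMSO (no toxicity), and curves were fitted and classified.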
# Mm-Cpn inhibitor: blocks the Methanococcus maripaludis chaperonin Mm-Cpn; Potency, µM (highest dose often 76.9 µM), without a hit: at the top dose activity, negative = inhibition, hits mostly inhibitors; purified Mm-Cpn ATPase, ADP Transcreener TR-FRET; 0.031% of 330,000 active; further: potency means the concentration at half of the fitted maximal effect; on the % scale 0 is the no-effect control and ±100 the full control effect; nearly all actives have a fitted effect of over 80% in size
#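 Quantitative HTS used 25 nM Mm-CPN and 10 uM ATP in magnesium/KCl Tris buffer, pH 7.4, with 1 mM DTT. Hydrolysis ran 30 min at 37°C; ADP was read by HTRF.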
# TGFb inhibitor: blocks TGF-b signaling; 1.2% of 410,000 active; Potency, µM (top dose mostly 46.1 µM), inactives show at the highest dose activity, negative = inhibition, usual class: inhibitors; HepG2 CAGA-GFP TGF-b/SMAD3 reporter, GFP fluorescence, 18 h; TGF-beta stimulated, 500 pg/mL final; further: potency means the concentration at half of the fitted maximal effect; on the % scale 0 is the no-effect control and ±100 the full control effect; nearly all actives have a fitted effect of over 65% in size
#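 HEPG2 CAGA-GFP, 1000 cells/well; 2 h settle, 37 C; cpd via pin tool; TGF-b 500 pg/mL final; 18 h, 37 C; GFP imaging ex488/em500-530; %Activity normalised to -TGF-b and +DMSO controls; CRC fit, curve class.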
# S2 tox: cell viability loss in ATXN counter-screen. S2 cells (HEK-293 line with an ATXN2-luciferase reporter) viability, CellTiter-Fluor protease fluorescence, 24 h. 0.49% of 400,000 active. Potency, µM (titrated, usually from 56.7 µM), usual class: cytotoxic; further: potency means the concentration at half of the fitted maximal effect; nearly all actives have a fitted effect of over 40% in size
# Nrf2 block: inhibitors of Nrf2 signaling; 2.1% of 360,000 active; A549 ARE-Fluc reporter, luciferase luminescence, 18-24 h; Potency, µM (doses to about 46 µM), for the others: top-dose activity change, negative = inhibition, hits mostly inhibitors; further: potency means the concentration at half of the fitted maximal effect; on the % scale 0 is the no-effect control and ±100 the full control effect; nearly all actives have a fitted effect of over 60% in size
#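 Quantitative HTS in A549 cells stably bearing an antioxidant response element-firefly luciferase construct. Inhibition of Nrf2-driven transcription was scored by luminescence after 18-24 h of compound exposure at 37 °C.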
# Active calls of the source: *; i = inactive; u = inconclusive; x = no result given; [ ] = remark or other dose. Unless noted, the call rests on the fitted dose curve; in most records, active means well fitted curve in the direction sought with a large enough effect; inconclusive means small, poorly fitted or top-dose-only effect, or another doubt; inactive means no such curve, though single readings can be large; an effect the other way counts as inactive or inconclusive.
SMILES,CCT modulator,Nrf2 activator,pAkt inh,A549 viability,HepG2 tox,Mm-Cpn inhibitor,TGFb inhibitor,S2 tox,Nrf2 block
O=[N+]([O-])c1cccc(-c2csc(CS(=O)(=O)Cc3ccco3)n2)c1,-1.9,0.9%,i,-1%,-1%,-2%,-15%,u,u
COc1cc(OC)c(C2Nc3ccccc3NC3=C2C(=O)CC(C)(C)C3)cc1OC (stereo unspecified),-1.9,3.7%,i,-2%,-4%,3%,4%,i,-4%
COc1ccc(C2=Nn3c(nnc3-c3ccccn3)SC2)cc1,-4.8,0.1%,i,0%,-5%,0%,-15%,u,0%
Cc1cc(/C=N/NC(=O)C(=O)N2CCCC2)c(C)n1-c1cccc(Br)c1,2.3,5.0%,i,-4%,-3%,0%,u,i,10%
CCSc1cc(C2C(C(=O)OC)=C(C)NC3=C2C(=O)CCC3)c(C)o1 (stereo unspecified),1.3,0.6%,i,-10%,6%,-1%,-2%,i,-23%
O=C(OCC1CCNCC1)c1ccc(F)cc1,0.6,0.4%,i,-1%,-2%,x,16%,x,6%
Cc1ccccc1SC1CCN(Cc2nc(C3CC3)no2)CC1,-0.6,0.8%,i,1%,1%,0%,-8%,i,u
COc1cccc(NC(=O)CC2SC(=Nc3ccccc3)NC2=O)c1 (stereo unspecified),-2.2,3.0%,i,-9%,7%,-4%,0%,u,-10%
Cc1cc(C)cc(OCC(=O)Nc2ccc(S(=O)(=O)Nc3ccccn3)cc2)c1,0.9,-0.7%,i,-6%,0%,0%,9%,i,-1%
COc1cc(S(=O)(=O)N2CCN(c3ccccc3)CC2)ccc1Cl,0.1,1.6%,i,9%,4%,-1%,-1%,i,2%
CCCOc1ccc2ccccc2c1/C=N/n1cnnc1,-3.5,0.3%,i,0%,-32%,-2%,u,i,-6%
CC(C)C(=O)NC(Nc1cccc([N+](=O)[O-])c1)C(Cl)(Cl)Cl (stereo unspecified),1.5,-0.4%,i,11%,-19%,1%,-21%,i,-28%
Cc1ccc(C(=O)N(Cc2ccco2)Cc2sccc2C)cc1,x,8.6%,x,3%,-16%,x,u,x,-14%
O=c1ccc2cc3ccoc3cc2o1,0.4,-1.4%,i,-1%,0%,3%,-6%,i,-7%
Cc1ccc(NC(=O)/C=C\C(=O)N(c2ccc(C(C)C)cc2)C(C(=O)NCc2ccco2)c2ccc(Cl)cc2)cc1 (stereo unspecified),x,5.6%,x,u,-44%,x,u,x,x
CN(C)CCP(=O)(c1ccccc1)c1ccccc1,0.7,0.0%,i,5%,-5%,1%,4%,i,17%
Cc1cc(NC(=O)Cn2c(=O)n(Cc3ccccc3)c(=O)c3ccccc32)no1,-0.9,0.3%,i,-2%,-25%,-4%,5%,u,-9%
COc1ccc(-c2noc(=O)n2CC(=O)N2CCC(Cc3ccccc3)CC2)cc1,0.0,-0.4%,i,5%,3%,3%,-19%,i,12%
O=C(CCCCCN1C(=O)CCC1=O)Nc1ccc2c(c1)OCCO2,1.4,-0.5%,i,0%,1%,-2%,1%,i,10%
Cc1cc(C)cc(-n2c(C)cc(/C=C3\C(=N)N4N=C(CC(C)C)SC4=NC3=O)c2C)c1,-0.1,-0.7%,i,-6%,1%,1%,-16%,i,-1%
CCCn1cc(S(=O)(=O)c2ccccc2)c(=O)c2cc(OC)c(OC)cc21,1.6,-0.4%,i,-4%,0%,0%,-1%,i,-5%
COCc1cc(=O)n2[nH]c(-c3ccsc3-n3c(C)ccc3C)cc2n1,-0.8,3.6%,i,-4%,9%,-3%,-6%,i,-18%
COc1ccc(/C=N/NC(=O)NC23CC4CC(CC(C4)C2)C3)c(OC)c1,2.1,6.4%,i,4%,-9%,-4%,0%,i,u
COc1ccc(Br)cc1CNC(=O)CCc1nc(-c2ccccc2F)no1,-1.7,0.1%,i,-6%,0%,0%,-3%,i,-29%
CCOc1ccc(-c2nonc2NC(=O)c2oc3ccc(CC)cc3c2C)cc1,x,5.0%,x,0%,-16%,x,-5%,x,0%
COC(=O)c1ccccc1NS(=O)(=O)c1ccc(F)cc1,0.7,0.0%,i,18%,-9%,2%,0%,i,14%
COc1ccc(-c2nnc3sc(-c4cccs4)nn23)cc1OC,-2.1,3.3%,i,-3%,-16%,0%,11%,i,-23%
Cc1cc(NC(=O)CCS(=O)(=O)c2ccc(F)cc2)no1,-0.1,3.6%,i,0%,7%,-1%,-12%,i,7%
CCCN(CCC)CCCNC(=S)Nc1ccc2nc(N3CCCC3)cc(C)c2c1,0.7,-0.2%,i,u,-62%,-1%,u,u,7%
O=C(NC1CCCCC1)C(c1ccc2ncccc2c1)N(Cc1ccc2c(c1)OCO2)C(=O)c1cccs1 (stereo unspecified),-3.2,2.4%,i,-24%,-30%,-2%,-30%,u,u
CN(C)CC/C=C1\c2ccccc2Sc2cc(F)c(Cl)cc21,-1.3,9.2%,i,2%,-42%,x,u,u,4%
O=C(CSc1ncc(-c2ccccc2)[nH]1)Nc1ccccc1F,0.7,2.7%,i,-4%,11%,2%,-18%,i,u
S=C(NCc1cccnc1)Nc1ccc(Oc2ccc(Cl)cc2)cc1,-5.8,0.3%,i,4%,-11%,0%,u,i,u
N#Cc1ccc(CN2CCN(C(=O)CN3C(=O)NC4(CCCC4)C3=O)CC2)cc1,-2.0,-0.4%,i,-12%,-25%,-3%,-10%,u,u
CCc1ccc(C(=O)CSc2ncn[nH]2)cc1,0.0,2.9%,i,2%,-12%,0%,-22%,i,3%
O=C(Nc1cccc(NC(=O)N2CCN(c3ccccc3)CC2)c1)N1CCN(c2ccccc2)CC1,-3.3,1.6%,i,-7%,-9%,-5%,u,i,u
CCC1S/C(=N/N=C/c2ccco2)N(Cc2ccc(F)cc2)C1=O (stereo unspecified),-0.5,0.0%,i,16%,6%,1%,u,i,4%
Cc1cc(C)c(S(=O)(=O)Nc2ccccc2C(=O)OCC(=O)NCc2ccccc2)c(C)c1,-10,0.1%,i,1%,-23%,0%,-5%,i,u
Cc1cc(/C=C(\C#N)C(=O)Nc2ccccc2)c(C)n1-c1ccc(C(=O)O)cc1,0.4,0.3%,i,u,-56%,2%,-4%,i,u
COc1ccc(NC(=O)c2ccccc2S(=O)c2ccccc2C#N)cc1 (stereo unspecified),0.5,0.6%,i,3%,1%,-2%,2%,i,12%

# Grouped by structure: the entries above with an aryl thioether with sulfur outside any ring.
SMILES,CCT modulator,Nrf2 activator,pAkt inh,A549 viability,HepG2 tox,Mm-Cpn inhibitor,TGFb inhibitor,S2 tox,Nrf2 block
CCSc1cc(C2C(C(=O)OC)=C(C)NC3=C2C(=O)CCC3)c(C)o1 (stereo unspecified),1.3,0.6%,i,-10%,6%,-1%,-2%,i,-23%
Cc1ccccc1SC1CCN(Cc2nc(C3CC3)no2)CC1,-0.6,0.8%,i,1%,1%,0%,-8%,i,u
O=C(CSc1ncc(-c2ccccc2)[nH]1)Nc1ccccc1F,0.7,2.7%,i,-4%,11%,2%,-18%,i,u
CCc1ccc(C(=O)CSc2ncn[nH]2)cc1,0.0,2.9%,i,2%,-12%,0%,-22%,i,3%

# Next section:
SMILES,CCT modulator,Nrf2 activator,pAkt inh,A549 viability,HepG2 tox,Mm-Cpn inhibitor,TGFb inhibitor,S2 tox,Nrf2 block
O=[N+]([O-])c1ccc(/C=C/C2=NN(c3ccccc3)C(c3ccco3)C2)cc1 (stereo unspecified),1.2,3.8%,i,u,-8%,-1%,157%[activator],i,-5%
CC1CCC(NC(=O)C2CCC(CNS(=O)(=O)c3cccc4cccnc34)CC2)CC1 (stereo unspecified),2.0,-0.4%,i,21%,-9%,1%,-17%,i,-7%
Cc1ccc(CNC(=O)[C@H]2O[C@@H](n3ccc(N)nc3=O)[C@H](O)[C@@H]2O)o1,1.5,-0.2%,i,x,2%,x,0%,i,x
CC1(c2nnc(-c3cccc(Cl)c3)o2)CC(c2ccc(OC(F)(F)F)cc2)=NO1 (stereo unspecified),0.3,-0.6%,i,-4%,-18%,0%,u,i,2%
CCOC(=O)C1=C(C)NC(=S)NC1/C=C/c1ccccc1 (stereo unspecified),-3.9,0.4%,i,18%,-19%,0%,u,i,u
Cc1ccc2c(CC(=O)N3CCN(c4ccccc4)CC3)coc2c1,-1.0,-0.4%,i,3%,-2%,-3%,-2%,i,-22%
CC(NC(=O)COc1ccccc1)C(=O)NCc1ccccc1Cl (stereo unspecified),0.6,-0.3%,i,6%,4%,2%,2%,i,0%
Cc1ccc(-c2csc(NC(=O)c3ccc(-c4ccccc4)cc3)n2)o1,0.0,4.8%,i,-13%,-32%,-14%,13µM*,u,2.9µM*
C/C(N)=C(/C#N)C(=O)COC(=O)c1cc2c(s1)CCCC2,-1.8,2.5%,i,-7%,-5%,0%,-2%,i,u
CC(C)N1C(=O)CCC1C(=O)NCc1ccccc1Cl (stereo unspecified),1.1,-0.8%,i,-7%,-3%,-1%,-23%,i,1%
COc1ccccc1-c1cnn2c(N3CCOCC3)cc(C)nc12,-1.1,-0.2%,i,15%,-11%,1%,-3%,i,u
Cc1ccc(/C=N/NC(=O)c2ccco2)cc1,-0.3,-1.6%,i,5%,-33%,0%,25%,i,u
O=Cc1ccc2noc(-c3ccc(Cl)cc3)c2c1,-0.9,4.3%,i,-3%,-4%,1%,-1%,i,18%
CCOc1cc(CNn2cnnc2)cc(Br)c1OCC(=O)NC(C)(C)C,-0.3,0.3%,i,-15%,-14%,0%,3%,i,-13%
c1ccc(-c2ccc3[nH]ccc3c2)cc1,-1.5,5.9%,i,12%,-44%,0%,-12%,i,u
COc1cccc(CNC(=O)CCNS(=O)(=O)c2ccc(C)cc2)c1,-2.1,0.9%,i,-4%,6%,0%,-1%,i,u
